C2C12 statin: suppression of simvastatin myotoxicity; C2C12 myotubes + simvastatin, ATP luminescence, 48 h; scaled: DMSO 0, geranylgeraniol control 100; rescue of ATP level, % at 7.49 µM; actives 0.78% (n = 330,000);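 active means mean ATP rescue above about 67%, or every replicate alone reaching that limit, limit read from the data, passing the limit was not always enough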;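 further: myotubes were challenged with 10 µM simvastatin during compound exposure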
SIRT5 inh: inhibitors of human sirtuin-5 desuccinylase; Purified SirT5, succinyl-peptide AMC, trypsin-coupled fluorescence; Q9NXA8; AID 652115; inhibition, % at 15 µM; actives 1.1% (n = 330,000); in the data active means inhibition above about 15%
Target sequence (Q9NXA8 whole entry, looked up): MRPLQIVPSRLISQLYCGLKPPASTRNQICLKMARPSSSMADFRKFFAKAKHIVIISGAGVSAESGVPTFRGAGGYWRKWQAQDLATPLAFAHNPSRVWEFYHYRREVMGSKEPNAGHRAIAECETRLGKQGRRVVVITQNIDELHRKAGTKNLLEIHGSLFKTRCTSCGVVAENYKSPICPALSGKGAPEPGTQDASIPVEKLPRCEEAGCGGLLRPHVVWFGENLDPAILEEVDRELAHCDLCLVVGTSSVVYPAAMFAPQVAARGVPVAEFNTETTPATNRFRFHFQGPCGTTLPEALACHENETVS
Cneo AK release: causes C. neoformans cell lysis | adenylate kinase release luminescence, 4 h; normalised: neutral wells 0, clomiphene wells 100 | lysis activity, % at 15 µM | actives 0.2% (n = 360,000) | AID 651654;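 active means mean lysis activity across replicates of at least 80%, whatever share of replicates individually reach that level; inactive means mean lysis activity below 80%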
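Material: C. neoformans cells; Schedule: 4 h static compound exposure, 37 °C, read 1 h post-reagent; Measured by: adenylate kinase release luminescence; Read-out: signal increase indicating cell lysis; Controls: Clomiphene as positive lysis control.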
ERAP1 HTS inh: ERAP1 (human) enzyme inhibition | recombinant ERAP1, Leu-AMC fluorescence, 60 min | inhibition, % at 10.7 µM | actives 0.15% (n = 340,000) | AID 652197;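 active means mean replicate inhibition of at least 30%, or all replicates individually reaching that 30% level; inactive means mean below 30% and not every replicate reaching it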;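 further: 0% = neutral control wells and 100% = L-leucinethiol positive control wells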
PGC1a acetyl inh: PGC1a acetylation modulation, inhibitor mode | U2OS PGC1a acetylation, AlphaScreen anti-acetyl-lysine; with virally co-expressed GCN5 acetyltransferase | inhibition, % at 15.6 µM | actives 0.17% (n = 350,000);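 active means every replicate shows inhibition of at least 40%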;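 further: 0% = neutral control wells and 100% = positive control wells; some results beyond the cut were filed as inactive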
LGR2 inh: blocks bursicon-induced cAMP signaling via Drosophila LGR2; HEK293 LGR2, CRE-luciferase, bursicon-stimulated, 4 h; inhibition, % at 9.99 µM; actives 0.35% (n = 380,000); AID 720647;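 active means drop in luminescence signal, shown as inhibition above about 50% in the replicate tests, limit read from the data, passing the limit was not always enough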;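 further: agonist challenge used bursicon conditioned medium at about half maximal strength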
S100A4 MyoIIA: blocks human S100A4 binding to myosin IIA peptide | P26447 | inhibition, % at 10.7 µM | S100A4/TAMRA-MyoIIA peptide fluorescence polarization | AID 652163 | actives 0.14% (n = 360,000);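 active means mean inhibition of at least 70% across replicates, with every replicate also reaching that level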
Target sequence (P26447 whole entry, looked up): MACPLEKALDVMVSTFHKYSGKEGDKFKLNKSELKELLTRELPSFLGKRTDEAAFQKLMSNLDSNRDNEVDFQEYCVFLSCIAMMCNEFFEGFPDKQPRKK
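Material: human S100A4 monomer with TAMRA-labelled myosin IIA peptide; buffer or medium: HEPES pH 7.2 with CaCl2, KCl, NaCl, DTT, Triton; compound dosing: one concentration per compound; schedule: 5 min incubation before reading; benchmarks: neutral control DMSO, positive control TFP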
Xi reactivation: activators of X-chromosome reactivation in mouse fibroblasts; XiGFP mouse fibroblasts, % GFP-positive cells imaging, 3 d; cells co-treated with 5-aza-dC sensitizer; scaled so ellipticine positive control = 100%; activation, % at 7.58 µM; AID 743238; actives 0.055% (n = 360,000);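 active means mean normalized replicate activation at least 10% and every replicate at or above 10%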;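 further: 0% = median of on-plate neutral control wells and 100% = ellipticine 6 µM median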
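System: SV40-immortalized XiGFP fibroblast cells, line 68-5-11 / Incubation: 3-day compound exposure, then 15 min fixation at room temperature / Compound: single concentration per compound, delivered by pin transfer / Buffer or medium: DMEM plus 5-aza-dC sensitizer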
Active calls of the source: *. Only part of the results is shown, so the mix of outcomes need not match the whole.

How did COc1ccccc1-c1ccc([C@H]2[C@@H](CO)N(C(=O)C3CCC3)[C@H]2C#N)cc1 do in these assays?
C2C12 statin: -6; SIRT5 inh: -1; Cneo AK release: 3; ERAP1 HTS inh: 1; PGC1a acetyl inh: 2; LGR2 inh: 3; S100A4 MyoIIA: 10; Xi reactivation: 0.1

How did CCC(=O)N1CC2(CCN(C(=O)NC(C)C)CC2)c2c(n(C)c3cc(OC)ccc23)[C@@H]1CO do in these assays?
SIRT5 inh: -2; ERAP1 HTS inh: 3; PGC1a acetyl inh: -7; LGR2 inh: -8; S100A4 MyoIIA: 3; Xi reactivation: 0.0

How did CCOc1ccc(OCC)c(NS(=O)(=O)c2ccc3c(c2)CCN3C(=O)C2CCC2)c1 do in these assays?
C2C12 statin: 63; SIRT5 inh: 1; Cneo AK release: -1; ERAP1 HTS inh: -3; PGC1a acetyl inh: -9; LGR2 inh: -15; S100A4 MyoIIA: -1

How did Cc1cccc(NC(=S)N(CCN(C)C)Cc2cc3cc(C)cc(C)c3[nH]c2=O)c1 do in these assays?
Cneo AK release: 2; PGC1a acetyl inh: -11; LGR2 inh: 8; Xi reactivation: 0.7

Results for CN[C@H](C)C(=O)NC[C@H]1O[C@@H](n2ccc(N)nc2=O)[C@H](O)[C@@H]1O ?
C2C12 statin: -1; SIRT5 inh: -5; Cneo AK release: 2; ERAP1 HTS inh: 26; LGR2 inh: 2; S100A4 MyoIIA: 5; Xi reactivation: 0.2

Results for O=C(NC1CCCC1)[C@H]1[C@H](CO)[C@H]2Cn3c(ccc(-c4cccc(F)c4)c3=O)[C@@H]1N2 ?
C2C12 statin: -14; PGC1a acetyl inh: -5; LGR2 inh: -13; Xi reactivation: 0.4

How did CCNC(=O)C(=O)NCc1ccncc1 do in these assays?
C2C12 statin: -7; SIRT5 inh: -2; ERAP1 HTS inh: -2; PGC1a acetyl inh: 11; LGR2 inh: 31; S100A4 MyoIIA: 0; Xi reactivation: 0.2

Results for CCC1(CC)Cc2ccccc2-c2[nH]c(=S)[nH]c(=O)c21 ?
SIRT5 inh: 0; ERAP1 HTS inh: 1; S100A4 MyoIIA: 2; Xi reactivation: 0.0

How did CCOc1ccc(N2C(=O)C3=C(C(c4ccc(Cl)cc4)=NCCN3)C2c2cccnc2)cc1 (centres undefined) do in these assays?
SIRT5 inh: 1; ERAP1 HTS inh: 5; PGC1a acetyl inh: -1; LGR2 inh: -9; S100A4 MyoIIA: -3; Xi reactivation: 0.0

What do the screens show for `CCCOP(=O)(c1ccc(N(C)C)cc1)C(O)c1c(Cl)cccc1Cl` (centres undefined)?
C2C12 statin: -13; SIRT5 inh: 6; Cneo AK release: 1; ERAP1 HTS inh: -5; PGC1a acetyl inh: -7; LGR2 inh: 5; S100A4 MyoIIA: -1; Xi reactivation: 0.2

What do the screens show for `C[C@H](CO)N1C[C@H](C)[C@H](CN(C)Cc2ccc(C(F)(F)F)cc2)Oc2ccc(NS(C)(=O)=O)cc2C1=O`?
C2C12 statin: -10; SIRT5 inh: 21*; Cneo AK release: 0; ERAP1 HTS inh: -1; PGC1a acetyl inh: -11; LGR2 inh: 2; S100A4 MyoIIA: -7; Xi reactivation: 0.2

What do the screens show for `CN(C)C(=O)c1ccc(-c2ccc([C@@H]3[C@@H](CO)N4C(=O)CN(C(=O)C5CCC5)C[C@H]34)cc2)cc1`?
SIRT5 inh: 6; ERAP1 HTS inh: 0; PGC1a acetyl inh: 0; LGR2 inh: 9; S100A4 MyoIIA: 15; Xi reactivation: 0.1

Results for CN(c1cccc2cccnc12)S(=O)(=O)c1ccccc1 ?
C2C12 statin: -4; SIRT5 inh: -2; Cneo AK release: 4; ERAP1 HTS inh: 4; PGC1a acetyl inh: 5; LGR2 inh: 8; S100A4 MyoIIA: -3; Xi reactivation: 0.0

Results for COc1ccc(-c2cc(C(=O)Nc3cccc(O)c3)no2)cc1 ?
C2C12 statin: 12; SIRT5 inh: -9; Cneo AK release: -3; ERAP1 HTS inh: 0; PGC1a acetyl inh: 1; LGR2 inh: 35; S100A4 MyoIIA: -4; Xi reactivation: 0.4

Results for COc1ccc(CNC(=O)C(=O)NCC2OCCN2S(=O)(=O)c2ccc(F)cc2)cc1 (centres undefined) ?
C2C12 statin: 6; SIRT5 inh: 2; Cneo AK release: -1; ERAP1 HTS inh: 0; LGR2 inh: 6; S100A4 MyoIIA: -21; Xi reactivation: -0.1

Results for CCN(CC)c1ccc(N2C(=O)CSC2=S)cc1 ?
C2C12 statin: 6; SIRT5 inh: -3; Cneo AK release: 5; ERAP1 HTS inh: 0; PGC1a acetyl inh: -9; LGR2 inh: 35; S100A4 MyoIIA: -26; Xi reactivation: 0.1

How did OC[C@H]1[C@H](c2ccc(C#CC3(O)CCCC3)cc2)[C@@H]2CN(Cc3ccncc3)CCCCN12 do in these assays?
SIRT5 inh: 1; Cneo AK release: 0; ERAP1 HTS inh: 1; PGC1a acetyl inh: 9; LGR2 inh: -6; S100A4 MyoIIA: 8; Xi reactivation: 0.0

What do the screens show for `C[C@H](CO)N1C[C@H](C)[C@@H](CN(C)Cc2ccc(Oc3ccccc3)cc2)Oc2ccc(NC(=O)CCN3CCOCC3)cc2CC1=O`?
C2C12 statin: 19; SIRT5 inh: 8; Cneo AK release: 4; ERAP1 HTS inh: 1; PGC1a acetyl inh: -15; LGR2 inh: 5; S100A4 MyoIIA: -3; Xi reactivation: 0.2

What do the screens show for `CNC(=O)C[C@H]1C(=O)N(c2ccc(Br)cc2)C[C@@H]1CSC`?
C2C12 statin: -4; SIRT5 inh: -3; Cneo AK release: 1; ERAP1 HTS inh: 1; PGC1a acetyl inh: 6; LGR2 inh: 1; S100A4 MyoIIA: -4; Xi reactivation: 0.2

What do the screens show for `Cc1ccc(C2=NOC(C)(c3nnc(-c4ccc(Cl)cc4)o3)C2)cc1` (centres undefined)?
C2C12 statin: -1; Cneo AK release: -2; ERAP1 HTS inh: -4; PGC1a acetyl inh: 6; LGR2 inh: 15; S100A4 MyoIIA: 2; Xi reactivation: -0.7

What do the screens show for `CC(C)C[C@H]1CNC(=O)C(=O)N1CC1CCN(CC2CCC(C)CC2)CC1` (some centres undefined)?
C2C12 statin: 1; SIRT5 inh: -4; Cneo AK release: 0; ERAP1 HTS inh: -1; PGC1a acetyl inh: 1; LGR2 inh: 0; S100A4 MyoIIA: 1; Xi reactivation: 0.0

How did O=C(CC1C(=O)NCCN1Cc1ccccn1)NCCc1ccccc1F (centres undefined) do in these assays?
C2C12 statin: 8; SIRT5 inh: -1; Cneo AK release: -2; ERAP1 HTS inh: 0; PGC1a acetyl inh: 7; LGR2 inh: -3; S100A4 MyoIIA: 5; Xi reactivation: 0.3

Results for CCc1nnc(NC(=O)c2ccc(S(=O)(=O)NC3CCCCC3)cc2)s1 ?
C2C12 statin: 11; SIRT5 inh: -3; Cneo AK release: 1; ERAP1 HTS inh: 4; PGC1a acetyl inh: 9; LGR2 inh: -1; S100A4 MyoIIA: 0

What do the screens show for `N#Cc1cccc(NC(=O)Cn2cnc(S(=O)(=O)N3CCCCC3)c2)c1`?
C2C12 statin: -5; SIRT5 inh: -1; Cneo AK release: 0; ERAP1 HTS inh: -3; PGC1a acetyl inh: 5; LGR2 inh: -1; S100A4 MyoIIA: -4; Xi reactivation: 0.0

Results for Cc1cccc(NC(=O)CCS(=O)(=O)c2cccc3nonc23)c1C ?
C2C12 statin: 15; SIRT5 inh: 3; Cneo AK release: 6; ERAP1 HTS inh: -3; LGR2 inh: -9; S100A4 MyoIIA: 4; Xi reactivation: 0.2

What do the screens show for `Cc1cccc(/C=C(\C#N)C(=O)Nc2ccccn2)c1`?
SIRT5 inh: 10; Cneo AK release: 0; ERAP1 HTS inh: -4; PGC1a acetyl inh: -9; LGR2 inh: 3; S100A4 MyoIIA: 2; Xi reactivation: 0.1

How did CC(=O)N(C)C[C@H]1Oc2ncc(C#Cc3ccc(F)cc3)cc2C(=O)N([C@H](C)CO)C[C@H]1C do in these assays?
C2C12 statin: 0; SIRT5 inh: -3; Cneo AK release: 3; ERAP1 HTS inh: -2; PGC1a acetyl inh: 7; LGR2 inh: 8; S100A4 MyoIIA: 1; Xi reactivation: -1.1

How did O=c1c(Cc2ccc(Cl)cc2Cl)c(O)ccn1Cc1ccncc1 do in these assays?
SIRT5 inh: -5; ERAP1 HTS inh: 2; PGC1a acetyl inh: -16; LGR2 inh: 20; S100A4 MyoIIA: 0; Xi reactivation: -0.1

What do the screens show for `CN1C(=O)CC(Sc2ncccc2C(=O)O)C1=O` (centres undefined)?
C2C12 statin: 3; Cneo AK release: -1; PGC1a acetyl inh: -13; LGR2 inh: -11

What do the screens show for `O=C(c1cccc(F)c1)N1CC2(C1)[C@@H](c1ccccc1)[C@@H](CO)N2C(=O)C1CCCCC1`?
SIRT5 inh: -3; ERAP1 HTS inh: -3; PGC1a acetyl inh: 3; LGR2 inh: 4; S100A4 MyoIIA: -2; Xi reactivation: 0.1

How did COc1cccc(NC(=O)C(Sc2nc3ccccc3c(=O)n2CC(C)C)c2ccccc2)c1 (centres undefined) do in these assays?
SIRT5 inh: 0; ERAP1 HTS inh: 2; PGC1a acetyl inh: 8; S100A4 MyoIIA: -6; Xi reactivation: 0.3

Results for O=C(NCC1CCCO1)C1CC(=O)N(C2CCCCCC2)C1 (centres undefined) ?
C2C12 statin: 5; Cneo AK release: 3; PGC1a acetyl inh: -13; LGR2 inh: -3

How did CCCNC(=O)C[C@@H]1CC[C@@H]2[C@@H](COc3ccc(NC(=O)c4cscn4)cc3C(=O)N2C)O1 do in these assays?
C2C12 statin: 9; PGC1a acetyl inh: 0; LGR2 inh: -11; S100A4 MyoIIA: -15; Xi reactivation: -0.1

Results for CNc1snc(C)c1C(=O)OC(C)C(=O)Nc1cccc(OC)c1 (centres undefined) ?
C2C12 statin: 14; SIRT5 inh: -3; Cneo AK release: 0; ERAP1 HTS inh: 0; PGC1a acetyl inh: 1; LGR2 inh: -1; S100A4 MyoIIA: 3; Xi reactivation: 0.2

What do the screens show for `COCCNC(=O)CSc1ccccc1C(=O)NC1CCSc2ccccc21` (centres undefined)?
C2C12 statin: 11; SIRT5 inh: -3; Cneo AK release: -2; ERAP1 HTS inh: -1; PGC1a acetyl inh: -3; LGR2 inh: -1; S100A4 MyoIIA: -6; Xi reactivation: 0.4

What do the screens show for `O=C(CCl)Nc1cccc(CP(=O)(c2ccccc2)c2ccccc2)c1`?
SIRT5 inh: -2; Cneo AK release: 3; ERAP1 HTS inh: 1; PGC1a acetyl inh: -20; LGR2 inh: 7; S100A4 MyoIIA: -6; Xi reactivation: 0.5

Fetched by compound from above:
How did CCCNC(=O)C[C@@H]1CC[C@@H]2[C@@H](COc3ccc(NC(=O)c4cscn4)cc3C(=O)N2C)O1 do in these assays?
C2C12 statin: 9; PGC1a acetyl inh: 0; LGR2 inh: -11; S100A4 MyoIIA: -15; Xi reactivation: -0.1

What do the screens show for `O=C(CCl)Nc1cccc(CP(=O)(c2ccccc2)c2ccccc2)c1`?
SIRT5 inh: -2; Cneo AK release: 3; ERAP1 HTS inh: 1; PGC1a acetyl inh: -20; LGR2 inh: 7; S100A4 MyoIIA: -6; Xi reactivation: 0.5

What do the screens show for `COCCNC(=O)CSc1ccccc1C(=O)NC1CCSc2ccccc21` (centres undefined)?
C2C12 statin: 11; SIRT5 inh: -3; Cneo AK release: -2; ERAP1 HTS inh: -1; PGC1a acetyl inh: -3; LGR2 inh: -1; S100A4 MyoIIA: -6; Xi reactivation: 0.4
